# High-throughput results from PubChem.
# Thrombin inh – blocks human thrombin protease activity. P00734. alpha-thrombin, Boc-VPR-AMC fluorogenic substrate cleavage. inhibition, % at 5 µM. actives 0.26% (n = 220,000). AID 1046;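 active means inhibition at or above 40%; inactive means inhibition below 40%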;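 further: 0% = enzyme with no compound and 100% = wells without enzyme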
#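 Material: Human alpha-thrombin protein | Buffer or medium: pH 7.5 Tris-saline with Tween 20 | Reagent: Boc-VPR-AMC substrate, 15 µM final | Schedule: Reaction at ambient temperature | Detection: AMC fluorescence at 355 nm excitation and 460 nm emission | Evaluation: Percent inhibition scaled between no-compound controls and no-enzyme blanks | Controls: no-compound enzyme wells and no-enzyme blanks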
# FXIa inh 1536 – inhibitors of human coagulation factor XIa. actives 0.14% (n = 220,000). purified FXIa, Boc-Glu-Ala-Arg-AMC fluorogenic substrate. AID 798. P03951. inhibition, % at 5 µM;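 active means inhibition of at least 40%; inactive means inhibition below 40%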;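 further: fluorescence of freed AMC excited at 355 nm; 0% = enzyme without compound and 100% = no enzyme blank; many of its hits are not listed in these tables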
# hK5 inh – kallikrein 5 (human) inhibition. recombinant hK5, fluorogenic AMC substrate cleavage. inhibition, % at 5 µM. actives 0.59% (n = 210,000). AID 873;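 active means inhibition of 40% or more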;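 further: 0% = enzyme controls without compound and 100% = no-enzyme blanks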
# Target sequence (Q9Y337 67-293 limits assumed): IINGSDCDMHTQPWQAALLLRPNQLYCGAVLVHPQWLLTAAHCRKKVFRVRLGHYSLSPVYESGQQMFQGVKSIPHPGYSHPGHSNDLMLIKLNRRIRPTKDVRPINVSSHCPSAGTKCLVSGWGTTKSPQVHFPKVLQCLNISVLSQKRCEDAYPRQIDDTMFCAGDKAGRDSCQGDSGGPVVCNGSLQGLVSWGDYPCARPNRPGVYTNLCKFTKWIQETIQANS
# Wee1 degr inh – blocks degradation of human Wee1 kinase. P30291. HeLa Luc-Wee1K328M stability, luciferase luminescence; 100% = proteasome inhibitor MG132 effect. reporter increase, % at 5 µM. actives 1.2% (n = 220,000). AID 1321;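 active means activation above the mean of all tested compounds plus 3 SD, set per screening run, cut at about 8.8% in these data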;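 further: cells exposed to compound for 20 h before luminescence read; 0% = DMSO alone and 100% = MG132 at 30 µM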
# Target sequence (P30291 whole entry K328M): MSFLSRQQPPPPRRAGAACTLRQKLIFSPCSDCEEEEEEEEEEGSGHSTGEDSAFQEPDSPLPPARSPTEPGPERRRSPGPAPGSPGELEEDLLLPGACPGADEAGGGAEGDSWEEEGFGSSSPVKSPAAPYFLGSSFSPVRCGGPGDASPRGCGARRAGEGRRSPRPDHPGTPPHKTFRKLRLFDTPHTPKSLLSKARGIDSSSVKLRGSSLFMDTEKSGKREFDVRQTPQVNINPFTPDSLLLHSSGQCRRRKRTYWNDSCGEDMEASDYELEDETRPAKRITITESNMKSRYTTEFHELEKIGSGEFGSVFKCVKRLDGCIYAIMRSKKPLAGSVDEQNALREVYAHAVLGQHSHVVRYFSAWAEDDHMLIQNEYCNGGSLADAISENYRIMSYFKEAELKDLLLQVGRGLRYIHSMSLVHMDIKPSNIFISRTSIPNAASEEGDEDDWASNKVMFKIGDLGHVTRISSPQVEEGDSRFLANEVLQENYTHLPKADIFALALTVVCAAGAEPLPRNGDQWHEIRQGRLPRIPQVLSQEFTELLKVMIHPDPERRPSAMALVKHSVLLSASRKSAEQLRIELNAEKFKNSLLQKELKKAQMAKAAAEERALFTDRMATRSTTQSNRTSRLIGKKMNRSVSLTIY
# 14-3-3 Bad inh – disrupts binding of bovine 14-3-3 zeta to phospho-Bad peptide | inhibition, % at 21.7 µM | AID 781 | TR-FRET 14-3-3zeta/Dy647-pBad peptide displacement, 1 h | P63103 | actives 0.71% (n = 220,000);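 active means inhibition above about 70%, limit read from the data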;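 further: 0% = full 14-3-3 plus peptide FRET controls and 100% = background without 14-3-3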
# Target sequence (P63103 whole entry, looked up): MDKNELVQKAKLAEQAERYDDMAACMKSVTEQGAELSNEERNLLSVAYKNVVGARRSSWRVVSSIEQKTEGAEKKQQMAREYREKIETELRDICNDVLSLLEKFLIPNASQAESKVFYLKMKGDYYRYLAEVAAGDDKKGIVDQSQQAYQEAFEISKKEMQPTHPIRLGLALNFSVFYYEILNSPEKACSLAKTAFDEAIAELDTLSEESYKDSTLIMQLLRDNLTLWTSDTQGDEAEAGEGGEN
# Runt-SMMHC FRET – blocks binding of human RUNX1 Runt domain to CBFb-SMMHC; AID 1434; inhibition, % at 20 µM; Q01196+Q13951; Cerulean-Runt/Venus-CBFb-SMMHC FRET ratio 530/480, 1 h; actives 0.74% (n = 220,000);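 active means mean inhibition across duplicate retests at 20 µM reaching about 50%, limit read from the data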;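 further: 0% = DMSO wells and 100% = wells with excess untagged CBFb-SMMHC; inhibitors lower the FRET ratio by blocking Runt binding to CBFb-SMMHC; some results filed as inactive read as strong as hits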
# Runt-CBFb FRET – Runt domain-CBFb interaction inhibition | AID 1496 | actives 0.46% (n = 220,000) | inhibition, % at 20 µM | Q01196+Q13951 | Cerulean-Runt/Venus-CBFb FRET ratio 530/480, 1 h;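 active means inhibition over about 50% at 20 µM in the single-dose screen, limit read from the data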;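 further: 0% = DMSO wells and 100% = excess unlabeled CBFb competitor control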
#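 Assay system: Cerulean-Runt domain fusion protein, energy donor; Signal: fluorescence energy transfer, 422 nm excitation, 530/480 nm emission; Timing: 1 h compound exposure, room temperature; Control set: unlabeled CBFb; Medium: Tris buffer pH 7.5 with salts and BSA; Compound: single test concentration of 20 µM, 1% DMSO final; Probe or stimulus: Venus-CBFb 100 nM.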
# Hck Nef HTS – blocks Nef-activated human Hck kinase. P08631. Recombinant Hck-YEEI plus Nef, Z-Lyte FRET kinase assay. inhibition, % at 20 µM. actives 0.68% (n = 220,000);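 active means Hck-Nef kinase inhibition above about 50%, limit read from the data; inactive means inhibition below that limit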;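 further: 0% = DMSO with Hck plus Nef and 100% = Hck alone without Nef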
# FXIIa inh – blocks human coagulation factor XIIa protease activity. purified FXIIa, Boc-QGR-AMC fluorogenic substrate, 2 h. inhibition, % at 5 µM. actives 0.3% (n = 220,000). P00748; in the data active means inhibition above about 40%;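 further: 0% = enzyme with no compound and 100% = blank without enzyme; many of its hits are not listed in these tables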
# Numbers without * were called inactive; . = no result given; [ ] = remark or other dose.
SMILES,Thrombin inh,FXIa inh 1536,hK5 inh,Wee1 degr inh,14-3-3 Bad inh,Runt-SMMHC FRET,Runt-CBFb FRET,Hck Nef HTS,FXIIa inh
C=CCn1c(SCC(=O)c2cccs2)nc2sc(C)c(C)c2c1=O,-4,-4,-8,-1,-2,0,-1,22,3
N=C1C(c2nc3ccccc3c(=O)[nH]2)=C(O)CN1CCc1ccccc1,-5,-7,9,3,9,1,0,0,-2
C=CCOC(=O)C1=C(C)NC(C)=C(C(=O)OCC=C)C1c1ccco1,-1,-1,-3,-1,-7,0,7,21,3
CCOC(=O)c1sc(NC(=O)c2ccccc2OC)nc1C,-6,-1,-3,1,2[fluorescence artefact?],2,-1,0,7
C/C(=N\N=C1\NC(=O)C(Cc2ccccc2)S1)c1ccccc1 (centres undefined),-9,-2,-10,-4,-10,2,0,16,7
Cc1cc(C)c2cc3c(N)c(C(=O)N4CCOCC4)sc3nc2c1,-2,-1,13,-1,-9,10,1,-27,13
Cc1cc(=O)n(C)c(=O)n1CCCCCCN1CCCC1,-5,4,-7,0,24,-6,-1,8,12
O=C(CCN1C(=O)C2(OCCO2)c2ccccc21)c1ccccc1,-1,1,-16,1,8,3,2,2,9
O=[N+]([O-])c1cc(Cl)ccc1N1CCCCC1,3,4,.,0,-2,0,1,3,16
Cc1nnc(SCc2ccccn2)n(N)c1=O,8,-4,-12,-1,-14,2,-1,-11,14
Cn1cccc1C(C#N)c1cccc(F)c1C#N (centres undefined),-4,1,7,1,-23,1,-1,25,5
Cc1ccc(C(=O)NNC(=O)C2CCN(Cc3ccccc3)CC2)cc1,0,1,3,-1,-18[fluorescence artefact?],-7,-1,0,-1
O=C(Nc1ccccc1C(F)(F)F)NC1CCCCC1,4,9,-15,-2,-14,-2,1,-4,16
CSc1ccccc1NC(=O)Cn1nnc(-c2ccc(S(C)(=O)=O)cc2)n1,-9,8,-6,-3,10,-5,0,13,14
COc1ccc(-n2c(SC3CCOC3=O)nc3ccccc3c2=O)cc1OC (centres undefined),5,3,-14,5,-11,0,2,0,20
O=C(Nc1ccc(Cl)cc1C(=O)NCC1CCCO1)c1ccc(Cl)cc1Cl (centres undefined),-4,4,0,-2,3[fluorescence artefact?],-1,-2,0,5
Cc1cc(O)c(/C=N/Nc2cccc(Cl)c2)c(=O)o1,1,1,-6,-3,8,-7,2,1,15
CN(CC(=O)Nc1ccc(S(=O)(=O)N2CCCC2)cc1)CC(=O)Nc1cccc(F)c1,.,6,2,1,-4,1,-1,23,9
CCC/C(=N\NC(=O)c1ccc(OC)c(OC)c1)c1ccccc1,2,1,5,-1,-22,-1,0,21,11
COc1cccc(-c2cc(=O)[nH][nH]2)c1,-2,2,15,0,-7,-4,-1,13,9
CN(C)S(=O)(=O)N1CCN(c2ccccc2Cl)CC1,1,5,12,0,9,-1,0,2,14
CCn1c(-c2ccc3ncccc3c2)n[nH]c1=S,-1,-4,3,-1,-16,10,6,0,-9
O=C(c1noc2c1CCc1ccccc1-2)N1CCOCC1,1,-9,72*,-1,-9,3,3,1,-7
COc1ccc(C(F)(F)F)cc1N/C=C\c1nnnn1-c1ccc(C)cc1,-4,5,-11,0,-17,3,0,1,11
Cc1ccccc1SCC(=O)Nc1cc(S(=O)(=O)N2CCOCC2)ccc1N1CCOCC1,-10,4,1,1,23,-4,-3,5,6
SMILES,Thrombin inh,FXIa inh 1536,hK5 inh,Wee1 degr inh,14-3-3 Bad inh,Runt-SMMHC FRET,Runt-CBFb FRET,Hck Nef HTS,FXIIa inh
COc1cccc(/C=N/NC(=O)c2cc(C34CC5CC(CC(C5)C3)C4)[nH]n2)c1,-5,-4,0,-2,4,-4,1,1,2
O=C(CSc1nnc(-c2ccc(Br)cc2)o1)Nc1cccc2ccccc12,-6,-6,-21,0,8,-1,-2,-3,4
COc1cccc(NC(=S)NCc2ccc3c(c2)cc(C)n3C)c1,-16,-3,-6,0,-13,0,-1,15,2
COC(=O)c1sccc1NC(=O)c1cccc(OC)c1,0,2,-34,1,-8,2,0,0,14
Cc1ccc(-c2nnc(-c3ccccc3S(=O)(=O)Cc3ccc(Cl)cc3)o2)cc1,-6,-5,-12,0,-6,5,-2,0,-3
Cc1occc1C(=O)Nc1cccc([N+](=O)[O-])c1C,5,6,9,1,9,-3,3,14,14
O=C(NCCNC1CCN(Cc2ccccc2)CC1)c1cccs1,-4,-17,-10,5,71*,-1,0,7,3
CCc1ccc2nc(SCC(=O)NCC3CCCO3)c(C#N)cc2c1 (centres undefined),-5,-2,2,-2,-9,.,.,19,10
CC(=O)N(Cc1cccnc1)Cc1cc2ccccc2[nH]c1=O,3,-6,-17,1,-5,-5,0,2,10
Cc1ccc(-n2cc(CN3CCCN(C=O)CC3)c(-c3ccc(F)cc3)n2)cc1,-5,-1,-2,3,-12,-7,0,19,7
O=C(C1=C[C@@H](c2ccccc2)C[C@@H](OCc2ccc(CO)cc2)O1)N1CCCCCCC1,-3,-2,-3,5,2,-6,-2,-13,1
COc1ccc([C@@H](C)NC(=O)CCc2nnc(-c3cc(C)on3)o2)cc1,2,0,.,-1,-4,3,-1,-26,6
COc1ccccc1NC(=S)N(c1ccccc1)C(C)C,-12,-1,-7,2,-6,6,4,16,1
COCc1nnc(NC(=O)CCN2C(=O)c3ccccc3C2=O)s1,3,6,-19,4,-4,-1,0,1,19
COc1ccc(CC(=O)N/N=C/c2c(C)n(C)c3ccccc23)cc1OC,0,0,0,1,0,0,-1,27,5
CC1=C(C(=O)Nc2ccccc2)C(c2ccc(C)o2)n2c(s/c(=C/c3ccccc3)c2=O)=N1 (centres undefined),-1,9,-4,0,19[fluorescence artefact?],-37,-1,2,17
CCCC(=O)Nc1nc2ccc(S(N)(=O)=O)cc2s1,-7,4,-3,3,9,2,4,18,10
CCc1cc(=O)[nH]c(SCCC(F)=C(F)F)n1,-12,-2,1,0,-11,3,0,20,3
CCOC(=O)CSc1nnc(NCC(=O)OC)c(=O)[nH]1,0,4,16,-2,10,2,0,-6,12
COc1ccccc1CNC(=O)COC(=O)c1cc(-c2ccco2)nc2ccccc12,1,-4,-107,-2,15[fluorescence artefact?],4,-3,14,9
Cc1c(O)ccc(C(=O)CN2C(=O)c3ccccc3C2=O)c1O,4,3,-9,3,-4[fluorescence artefact?],-2,0,-17,12
COc1ccccc1N1CCN(C(=O)CN(C2CCCCC2)S(C)(=O)=O)CC1,-2,3,.,2,-3,-1,2,6,5
CC(=O)N1CCC2(CC1)C/C(=N\NC(=S)Nc1ccc(C)cc1)c1cc(O)ccc1O2,5,4,6,-2,-20,5,8,26,11
CC(C)N1CC(C(=O)Nc2nc3ccccc3s2)CC1=O (centres undefined),-5,-3,-2,-1,6,4,1,0,-5
COc1cccc(-n2c(SCC(=O)NCc3cccs3)nc3ccccc3c2=O)c1,-6,5,-8,3,4,-1,0,7,6
SMILES,Thrombin inh,FXIa inh 1536,hK5 inh,Wee1 degr inh,14-3-3 Bad inh,Runt-SMMHC FRET,Runt-CBFb FRET,Hck Nef HTS,FXIIa inh
Cc1ccc(-c2nc3ccccc3c(=O)n2CCCn2ccnc2)cc1,-1,-6,-1,3,8,0,0,1,-9
CCOc1ccc(-c2ccc(/C=C3/C(=N)N4C=CSC4=NC3=O)o2)c([N+](=O)[O-])c1,-2,7,2,-2,84*[fluorescence artefact?],-13,8,35,10
C/C(=N\NC(=S)NC1CCCCC1)c1ccc(OC(F)F)cc1OC(F)F,-4,0,7,-2,-20,-2,-3,10,9
CCOC(=O)c1ccc(NC(=S)N2CCN(CCNC3=CC(=O)CC(C)(C)C3)CC2)cc1,2,-4,-8,1,-6,1,-1,-9,9
COc1ccc(NC(=O)c2ccc(-n3cccn3)nc2)c(OC)c1,-7,-6,-8,7,-4,-5,-2,0,-1
Cc1cccc(C)c1N(Cc1ccccc1F)S(C)(=O)=O,-2,1,.,6,-1,-5,0,18,10
CC(C)Oc1ccc(C(CC(=O)O)n2cnnn2)cc1 (centres undefined),-14,-5,-10,0,-7,0,1,14,2
COCCNC(=S)N(Cc1cc2cc(C)ccc2n2nnnc12)C1CCCC1,-4,-7,-20,-2,-50,0,-4,-9,-4
CCCCN(C)C(=O)Cn1c(=O)oc2cc(S(=O)(=O)N3CC(C)CC(C)C3)ccc21 (centres undefined),-8,-5,-7,3,-3,2,0,5,2
NS(=O)(=O)c1ccc(CNC(=O)/C=C/c2ccco2)cc1,-6,-3,-5,-3,5,-6,7,5,-3
Cc1ccc(CNC(=O)Cc2noc3ccccc23)cc1,3,4,.,3,3,0,0,-7,14
C=CCN(Cc1cccc(OC)c1OC)S(=O)(=O)N(C)C,5,17,-12,1,0,-5,2,-2,20
O=C(CCc1ccc(S(=O)(=O)N2CCOCC2)cc1)Nc1nccs1,-16,4,7,1,3,147,104*,-2,-2
O=C(COC(=O)c1c(Cl)cccc1Cl)Nc1cc(Cl)ccc1Oc1ccccc1,-2,14,-5,1,5,-6,2,0,4
CC(=O)N1CCN(c2ccc(NC(=O)c3ccc4c(c3)OCCO4)cc2Cl)CC1,-9,-2,-2,0,6,-3,1,14,8
Cc1ccc(NC(=O)CS(=O)CC(=O)NCC2CCCO2)cc1 (centres undefined),-4,5,-4,-2,6,1,2,1,10
COCCn1c(-c2ccc(Cl)cc2)nc2c(c(=O)c3ccccc3n2C)c1=O,-2,-2,-8,3,2,-2,0,3,-7
Cn1ncc(N=Cc2ccccc2)c1C(N)=O,-4,-1,-2,-2,-15,-1,-1,0,10
CN1C(=O)CC(c2cn(Cc3ccccc3)c3ccccc23)C1=O (centres undefined),-3,-3,-3,-4,-1,-8,-6,24,6
COc1ccc(S(=O)(=O)N2Cc3ccccc3CC2C(=O)N2CCOCC2)cc1OC (centres undefined),0,2,-13,1,-3,-2,1,1,16
CC(=O)N1C(=O)N(C(C)=O)C2C1N(C(C)=O)C(=O)N2C(C)=O (centres undefined),5,8,-10,1,-3,6,0,7,20
CCOc1cc(/C=N\NC(=O)CN2CCOCC2)ccc1OCc1ccc(F)cc1,-9,1,-16,-3,-18,4,-2,4,11

# Part of the list above, with each value named:
Structure: COCCNC(=S)N(Cc1cc2cc(C)ccc2n2nnnc12)C1CCCC1
  Thrombin inh: -4
  FXIa inh 1536: -7
  hK5 inh: -20
  Wee1 degr inh: -2
  14-3-3 Bad inh: -50
  Runt-SMMHC FRET: 0
  Runt-CBFb FRET: -4
  Hck Nef HTS: -9
  FXIIa inh: -4

Structure: CSc1ccccc1NC(=O)Cn1nnc(-c2ccc(S(C)(=O)=O)cc2)n1
  Thrombin inh: -9
  FXIa inh 1536: 8
  hK5 inh: -6
  Wee1 degr inh: -3
  14-3-3 Bad inh: 10
  Runt-SMMHC FRET: -5
  Runt-CBFb FRET: 0
  Hck Nef HTS: 13
  FXIIa inh: 14

Structure: CN(CC(=O)Nc1ccc(S(=O)(=O)N2CCCC2)cc1)CC(=O)Nc1cccc(F)c1
  Thrombin inh: .
  FXIa inh 1536: 6
  hK5 inh: 2
  Wee1 degr inh: 1
  14-3-3 Bad inh: -4
  Runt-SMMHC FRET: 1
  Runt-CBFb FRET: -1
  Hck Nef HTS: 23
  FXIIa inh: 9
